PHOSPHO1 inh = blocks human PHOSPHO1 phosphatase activity. Q8TCT1. recombinant PHOSPHO1, absorbance phosphatase assay. inhibition, % at 13.3 µM. 1.1% of 290,000 active. AID 1565; in the data active = inhibition above about 60%
Target sequence (Q8TCT1 whole entry, looked up): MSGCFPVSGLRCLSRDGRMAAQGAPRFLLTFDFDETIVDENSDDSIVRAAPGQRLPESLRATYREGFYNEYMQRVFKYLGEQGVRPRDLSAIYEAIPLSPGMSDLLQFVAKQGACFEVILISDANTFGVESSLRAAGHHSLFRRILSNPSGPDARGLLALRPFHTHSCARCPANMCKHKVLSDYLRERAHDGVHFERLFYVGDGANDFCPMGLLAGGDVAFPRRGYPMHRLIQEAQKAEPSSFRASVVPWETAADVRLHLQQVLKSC
V1aR counter = V1a receptor agonism, counter-screen for OXTR agonists; P37288; CHO-V1R cells, Fluo-8 calcium fluorescence, agonist mode; 0% DMSO, 100% 3 nM vasopressin; activation, % at 3 µM; 0.25% of 320,000 active;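 active = activation above the mean activation of all tested compounds plus 3 SD, per screening run, cut at about 20% in these data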;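 also: signal is peak over basal fluorescence ratio across a 100 second FLIPR read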
VIM-2 inh = inhibitors of Pseudomonas aeruginosa VIM-2 metallo-beta-lactamase; purified VIM-2, nitrocefin hydrolysis, epi-absorbance fluorescence; inhibition, % at 5.6 µM; 0.89% of 290,000 active; AID 1527;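 active = inhibition above the mean of all tested compounds plus 3 SD, cutoff set per screening run, cut at about 7.5% in these data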;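 also: red hydrolysis product quenches plate fluorescence so inhibitors raise well fluorescence; 0% = enzyme with DMSO and 100% = DMSO without enzyme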
FID counter = displaces DNA intercalator in HCV helicase counter-screen | DNA fluorescent intercalator displacement, fluorescence | inhibition, % at 7.9 µM | 0.17% of 290,000 active | AID 1845; in the data active = inhibition above about 37%;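 also: 0% = vehicle and 100% = reference compound; higher means more ethidium bromide displaced from hairpin DNA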
GPR7 antag = human neuropeptides B/W receptor 1 antagonism. P48145. GPR7-expressing cells, fluorescence antagonist assay. inhibition, % at 4.4 µM. 1.1% of 290,000 active. AID 1861; in the data active = inhibition above about 16%, passing the limit was not always enough;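 also: cells stimulated with the agonist NPW; 0% = agonist with vehicle and 100% = vehicle without agonist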
Target sequence (P48145 whole entry, looked up): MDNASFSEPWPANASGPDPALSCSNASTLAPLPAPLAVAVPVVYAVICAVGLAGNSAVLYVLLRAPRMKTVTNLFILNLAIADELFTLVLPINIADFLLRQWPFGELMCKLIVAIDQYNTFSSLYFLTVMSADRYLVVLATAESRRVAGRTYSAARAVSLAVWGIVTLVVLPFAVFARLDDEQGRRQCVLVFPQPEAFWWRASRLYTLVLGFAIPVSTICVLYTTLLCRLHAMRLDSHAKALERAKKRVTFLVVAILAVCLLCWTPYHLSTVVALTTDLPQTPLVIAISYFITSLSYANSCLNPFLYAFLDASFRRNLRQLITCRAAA
IMP-1 inh = blocks Pseudomonas aeruginosa IMP-1 metallo-beta-lactamase | 0.45% of 290,000 active | purified IMP-1, nitrocefin hydrolysis, epi-absorbance fluorescence | inhibition, % at 5.6 µM;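 active = inhibition above the mean plus 3 SD of all compounds in the same screening run, cut at about 4.5% in these data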;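 also: 0% = IMP-1 with DMSO and 100% = DMSO wells lacking enzyme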
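System – purified recombinant IMP-1 beta-lactamase · Input – IMP-1 dispensed at 0.2 nM · Timing – 15 min preincubation plus 25 min reaction at 25 °C · Signal – Epi-absorbance fluorescence, 480 nm excitation, 530 nm emission · Measure – percent IMP-1 inhibition derived from blank-referenced optical density · Controls – Enzyme-plus-DMSO low control, enzyme-free DMSO high control · Replication – singlicate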
NS3 helicase inh = HCV NS3 helicase inhibition. inhibition, % at 10.9 µM. AID 1800. 0.56% of 290,000 active. NS3 helicase DNA unwinding, Cy5 molecular beacon fluorescence;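 active = inhibition above the mean of all tested compounds plus 3 SD, set per campaign, cut at about 35% in these data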;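 also: 0% = DMSO wells and 100% = thioflavine S control wells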
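System: HCV NS3 helicase fragment; control set: DMSO and thioflavine S; technique: Cy5 fluorescence at 0 and 60 min, beacon hairpin quenching; reagent: beacon DNA duplex substrate plus ATP; replicates: singlicate; schedule: 1 h reaction at 25 °C, ATP-initiated; medium: MOPS buffer pH 6.5 with MgCl2, DTT, Tween20, BSA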
OXTR ag = activates the human oxytocin receptor. P30559. CHO-OTR cells, Fluo-8 calcium fluorescence; normalized: DMSO 0%, oxytocin 100%. activation, % at 3 µM. 0.32% of 320,000 active. AID 2435;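 active = activation above the mean of all tested compounds plus 3 SD, cutoff set per screening run, cut at about 20% in these data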;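 also: peak over basal fluorescence ratio from a 100 s FLIPR kinetic read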
GalR3 antag = antagonists of human GalR3; O60755; HEK293 GalR3-CNG cAMP membrane potential fluorescence; galR3 body fused to GalR1 C-terminus; 0.44% of 360,000 active; inhibition, % at 3 µM;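 active = inhibition above the screen-wide average plus 3 SD, cut at about 13% in these data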;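 also: forskolin and galanin both at EC90 stimulate the cells; cAMP rise reported by CNG channel membrane potential dye signal; 0% = forskolin plus galanin with DMSO and 100% = forskolin alone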
Target sequence (O60755 1-299 limits assumed): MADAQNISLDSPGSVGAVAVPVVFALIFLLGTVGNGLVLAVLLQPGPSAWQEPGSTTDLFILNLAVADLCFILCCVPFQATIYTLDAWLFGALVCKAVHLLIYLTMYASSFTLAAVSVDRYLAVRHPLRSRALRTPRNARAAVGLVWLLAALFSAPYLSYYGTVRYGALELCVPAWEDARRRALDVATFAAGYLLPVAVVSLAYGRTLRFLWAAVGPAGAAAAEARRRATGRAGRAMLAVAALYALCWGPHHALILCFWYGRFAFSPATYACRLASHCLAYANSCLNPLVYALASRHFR
An asterisk follows results filed as active; . = no result given.

No.	structure	PHOSPHO1 inh	V1aR counter	VIM-2 inh	FID counter	GPR7 antag
1	Cn1c(N)c(C(=O)COC(=O)CCc2nc3ccccc3s2)c(=O)n(C)c1=O	44	1.2	-2.4	-14	-16
2	S=C(NC1CCCCC1)N1CCOCCOCCN(C(=S)NC2CCCCC2)CCOCCOCC1	5	-0.6	-0.9	-30	19
3	Cc1ccc(S(=O)(=O)CCC(=O)O)cc1C	18	0.1	-1.5	0	-10
4	Cc1ccccc1OCc1nc2ccccc2c(=O)n1/N=C/c1cn[nH]c1-c1ccc(Br)cc1	12	-1.4	-2.7	2	-12
5	Cc1cc(C(=O)N/N=C/C=C/c2cccc([N+](=O)[O-])c2)n[nH]1	6	-0.3	-0.9	2	5
6	CC(Oc1ccccc1)C(=O)Nc1ccc(S(=O)(=O)N2CCOCC2)cc1 (stereo unspecified)	16	2.4	1.5	-5	-2
7	Cc1nn(-c2ccc(C(=O)O)cc2)c(C)c1Oc1ccccc1O	8	1.5	-2.4	-7	-4
8	Cc1ccc2cc(CN(CCN3CCCC3)C(=O)Nc3ccc(F)cc3)c(=O)[nH]c2c1C	-10	-1.3	1.1	17	-15
9	OCC1(CCc2ccccc2)CCCN(C/C=C/c2ccccc2)C1 (stereo unspecified)	.	2.1	-1.9	15	-12
10	CCN(CC)C(=O)Oc1nnc(SC(C)C)n1-c1ccc(Cl)c(Cl)c1	37	-0.4	-3.7	-36	-13
11	Cc1ccc[n+](-c2nc([O-])sc2C=O)c1	-79	9.0	4.3	2	-14
12	O=C(CCN1C(=O)[C@@H]2Cc3ccccc3CN2C1=O)N[C@H](Cc1ccccc1)C(=O)O	13	7.2	0.0	-29	-1
13	CC(C)(C)OC(=O)NCCC(=O)Oc1ccc2ccc(=O)oc2c1	18	0.7	-2.4	-6	-8
14	Cc1nc(SCC(=O)Nc2cccc(Cl)c2)n[nH]1	-21	0.5	-2.4	1	-14
15	Cc1cccn2c(=O)c(/C=C(\C#N)S(=O)(=O)c3ccccc3)c(N3CCC(C(N)=O)CC3)nc12	8	-0.5	3.2	-20	-8

No.	IMP-1 inh	NS3 helicase inh	OXTR ag	GalR3 antag
1	-2.1	-2	1.6	-5
2	-2.9	-15	-2.4	3
3	-2.5	0	0.7	-4
4	-4.3	5	0.1	-2
5	-1.1	-15	-0.1	-6
6	-0.6	-7	3.9	-2
7	2.4	6	0.5	0
8	-1.8	-24	0.8	-3
9	-0.8	-24	2.1	-3
10	-2.5	-5	-2.6	-2
11	1.3	-9	6.5	-5
12	-2.7	17	-0.5	-6
13	-2.4	1	1.1	.
14	-3.0	7	0.6	-2
15	0.5	-1	-1.7	-7

(next part)
No.	structure	PHOSPHO1 inh	V1aR counter	VIM-2 inh	FID counter	GPR7 antag
16	CCc1ccc(C(=O)Nn2cnc3ccccc3c2=O)cc1	28	-0.2	-1.4	-4	-2
17	Cc1nc(NCCc2ccc(F)cc2)c(C#N)c(C)c1[N+](=O)[O-]	1	-1.9	-1.2	2	-5
18	COCCn1c(CN2CCc3ccccc3C2)nc2c1c(=O)n(C)c(=O)n2C	-22	0.4	-1.9	-7	-21
19	Cc1ccc(F)c(NC(=O)/C(C#N)=C(\O)c2ccc(C(C)(C)C)cc2)c1	20	0.7	0.1	-6	-6
20	N=c1c2c(ncn1Cc1ccco1)Oc1c(ccc3ccccc13)C2c1ccccc1 (stereo unspecified)	-16	1.8	-0.9	-11	-4
21	C/C(=N\NC(=O)C(N)=O)c1cccc([N+](=O)[O-])c1	-11	-0.3	-1.6	-3	-2
22	COc1ccccc1NC(=O)Cn1nc(-c2ccc3c(c2)OCCO3)ccc1=O	41	4.1	-4.0	-27	12
23	O=C(NC1CCCC1)c1cnn2c(C(F)(F)F)cc(-c3ccco3)nc12	41	-1.2	17*	-29	12
24	COc1ccc(Cn2c(=S)[nH]c3cc(C(=O)N4CCCCC4)ccc3c2=O)cc1	-22	-0.1	-0.7	-28	-9
25	COc1ccc(N(C)C(=O)c2cn(CC(C)C)c(=O)c3cc(OC)c(OC)cc23)c(OC)c1	23	-0.4	1.0	-47	5
26	O=C(CCN1C(=O)/C(=C/c2ccccc2Cl)SC1=S)NC1=NCCS1	4	0.7	-3.0	-4	-11
27	O=c1c2ccccc2c(-c2ccc(O)cc2)nn1-c1cccc(C(F)(F)F)c1	-6	1.0	0.5	-6	-7
28	Clc1ccc2c(N/N=C/c3cccc(Br)c3)ccnc2c1	-18	1.7	-3.2	5	-15
29	Cc1ccccc1Nc1n[nH]c(C)c1[N+](=O)[O-]	-4	0.9	-1.1	1	-5
30	CCOC(=O)N1CCN(C(=S)Nc2cccc(C)c2C)CC1	6	0.5	-2.9	-1	1

No.	IMP-1 inh	NS3 helicase inh	OXTR ag	GalR3 antag
16	-1.3	-11	-1.2	-9
17	-2.5	1	-3.0	0
18	-1.4	-15	-0.3	-2
19	0.3	-7	-0.7	-6
20	-1.7	-12	0.6	-7
21	15*	0	0.1	-6
22	-2.0	-5	1.3	-3
23	-1.9	7	-1.3	-7
24	0.9	9	-0.3	-7
25	0.5	-13	-1.8	-6
26	-3.5	13	1.3	-4
27	-2.1	-5	0.8	0
28	-3.5	-24	-1.6	-7
29	-3.0	1	0.2	-3
30	-2.8	-5	1.2	-3

Some of the entries so far, with values under each structure.
Values run as follows: PHOSPHO1 inh	V1aR counter	VIM-2 inh	FID counter	GPR7 antag	IMP-1 inh	NS3 helicase inh	OXTR ag	GalR3 antag
28. Clc1ccc2c(N/N=C/c3cccc(Br)c3)ccnc2c1
→ -18	1.7	-3.2	5	-15	-3.5	-24	-1.6	-7
16. CCc1ccc(C(=O)Nn2cnc3ccccc3c2=O)cc1
→ 28	-0.2	-1.4	-4	-2	-1.3	-11	-1.2	-9
22. COc1ccccc1NC(=O)Cn1nc(-c2ccc3c(c2)OCCO3)ccc1=O
→ 41	4.1	-4.0	-27	12	-2.0	-5	1.3	-3
21. C/C(=N\NC(=O)C(N)=O)c1cccc([N+](=O)[O-])c1
→ -11	-0.3	-1.6	-3	-2	15*	0	0.1	-6
27. O=c1c2ccccc2c(-c2ccc(O)cc2)nn1-c1cccc(C(F)(F)F)c1
→ -6	1.0	0.5	-6	-7	-2.1	-5	0.8	0

Other records follow.
No.	structure	PHOSPHO1 inh	V1aR counter	VIM-2 inh	FID counter	GPR7 antag
31	COc1ccc(-n2cc(-c3ccccc3)[nH]c2=S)c(OC)c1	38	2.6	-2.3	-21	13
32	Cn1cc(CN2CCc3c([nH]c4ccccc34)C2C(C)(C)C)cn1 (stereo unspecified)	-8	0.4	-1.0	4	-15
33	O=C(Nc1cccc2ncccc12)C(Cl)(Cl)Cl	19	1.1	1.1	1	8
34	O=C(Nc1ccccc1F)C1CC1c1ccccc1 (stereo unspecified)	18	-0.6	-1.0	-1	-5
35	OCCC1CN(Cc2ccccc2O)CCN1CCCc1ccccc1 (stereo unspecified)	44	0.8	-0.2	0	-1
36	O=C(CSc1nnc(COc2ccc(Cl)cc2Cl)o1)Nc1ccccn1	25	-0.4	-1.2	-8	1
37	Cc1nc2ccccc2c2oc(C(=O)Nc3ccc(C(C)C)cc3)cc12	-7	0.2	-2.2	-21	-25
38	Cn1nccc1C(=O)N(CCN1CCCCC1)CC1CCCN(C2CCCC2)C1 (stereo unspecified)	6	-0.3	-3.0	4	-13
39	O=C(O)c1cn(-c2ccccc2)nc1-c1ccc(F)cc1	27	0.4	-1.6	1	-11
40	Cn1c(Cl)c(C(=O)Nc2ccc(Cl)cc2)c2ccccc21	47	-0.5	0.6	3	10
41	Cn1c(Sc2ccc([N+](=O)[O-])cc2C(F)(F)F)nnc1-c1ccccc1	47	-0.7	-1.4	-13	-10
42	O=C(CCCc1cccs1)Nc1nc(-c2ccc(F)cc2)cs1	1	0.5	-2.4	-12	-3
43	O=C(NCCN1CCOCC1)c1ccncc1	6	-0.1	-2.5	1	-9
44	O=c1[nH]nc(N/N=C/c2ccc(Cl)cc2Cl)c(=O)[nH]1	29	-0.5	-4.1	-4	-17
45	CC1(C)CC(=O)C(C(C2=C(O)CC(C)(C)CC2=O)c2ccc(O)c([N+](=O)[O-])c2)=C(O)C1	-8	0.8	-4.1	-2	-7

No.	IMP-1 inh	NS3 helicase inh	OXTR ag	GalR3 antag
31	-2.3	5	3.1	-10
32	-2.3	-14	1.1	0
33	-0.3	-2	-0.1	.
34	-1.6	-22	-2.1	-3
35	-4.8	-9	0.5	-12
36	-0.8	7	0.3	1
37	-2.0	-20	-1.2	-2
38	-1.4	0	-0.6	1
39	-1.9	8	0.1	-7
40	-2.3	-8	-1.1	-6
41	-3.8	-2	-0.5	-6
42	-2.9	-2	-2.1	-6
43	-2.1	2	0.7	-1
44	-1.9	4	-1.6	-3
45	-1.7	-1	-0.6	-5

Additional compounds:
No.	structure	PHOSPHO1 inh	V1aR counter	VIM-2 inh	FID counter	GPR7 antag
46	O=C(NCc1cccnc1)Nc1ccccc1C(F)(F)F	1	-0.6	-1.3	-6	-6
47	CC(=O)c1ccc(N2C(=O)[C@@H]3C(C(=O)CCN4C(=O)c5ccccc5C4=O)=NN[C@@H]3C2=O)cc1	5	-0.2	-3.6	-33	-1
48	COc1ccc(C(=O)COC(=O)C(CCSC)NC(=O)COc2ccccc2)c(OC)c1 (stereo unspecified)	43	2.1	0.5	-39	3
49	CC(C)C(c1nnnn1C1CCCC1)N1CCCCC1 (stereo unspecified)	4	-0.9	-1.6	-1	-7
50	COc1ccc(-c2nnc(SCc3cccnc3)o2)cc1	-4	2.2	-1.2	-18	-7
51	COC(=O)C(C)Sc1nc2c(c(-c3ccc(OC)cc3)c1C#N)-c1ccccc1C2=O (stereo unspecified)	.	-0.3	-3.9	7	-7
52	COc1cc2c(cc1OC)C(c1ccccc1[N+](=O)[O-])N(C(C)=O)CC2 (stereo unspecified)	-8	0.7	0.3	-12	-6

No.	IMP-1 inh	NS3 helicase inh	OXTR ag	GalR3 antag
46	-3.6	-6	-0.5	-4
47	-3.9	-1	-0.9	-4
48	-0.2	-9	0.5	-3
49	-0.7	-2	-1.7	-5
50	-2.3	1	-0.1	-1
51	-3.4	1	0.5	-4
52	-1.3	-3	-0.2	-4

Compound activity as filed in PubChem BioAssay.
